# aSyn 5UTR inh: 5' untranslated region of α-synuclein, MLPCN primary screen | inhibition, % (tested at 7.5 µM) | AID 1813 | actives 0.82% (n = 300,000) | alpha-synuclein 5'UTR reporter, inhibitor activity; in the data active = inhibition above about 60%; inconclusive = no clear call, values can overlap the other calls;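 also: H4 neuroglioblastoma cells stably carrying SNCA 5'UTR luciferase fusion; 0% = DMSO wells and 100% = positive control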
# KLF5 inh: kruppel-like factor 5 inhibition; inhibition, % at 5 µM; actives 0.23% (n = 290,000); DLD-1 KLF5 promoter-luciferase reporter, luminescence;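 active = inhibition above a per-plate limit of that plate's mean compound inhibition plus 3 SD, cut at about 60% in these data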;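 also: 0% = DMSO wells and 100% = LY294002 at 200 µM; higher means less KLF5 promoter-driven luciferase light; inactives centre near -14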
# GSK3beta inhib: blocks human GSK3beta kinase activity; P49841; GST-GSK3beta kinase, ADP-Glo luminescence, 60 min; hits give low values; activity score (negative = inhibition), % at 10 µM; actives 0.038% (n = 300,000);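 active = more than half of replicate wells score below -50%, meaning over 50% inhibition versus plate controls; inconclusive = some replicates but at most half score below -50%; inactive = no replicate scores below -50%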;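 also: 0% = median DMSO wells and -100% = median GW8510 positive control wells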
# Target sequence (P49841 whole entry, looked up): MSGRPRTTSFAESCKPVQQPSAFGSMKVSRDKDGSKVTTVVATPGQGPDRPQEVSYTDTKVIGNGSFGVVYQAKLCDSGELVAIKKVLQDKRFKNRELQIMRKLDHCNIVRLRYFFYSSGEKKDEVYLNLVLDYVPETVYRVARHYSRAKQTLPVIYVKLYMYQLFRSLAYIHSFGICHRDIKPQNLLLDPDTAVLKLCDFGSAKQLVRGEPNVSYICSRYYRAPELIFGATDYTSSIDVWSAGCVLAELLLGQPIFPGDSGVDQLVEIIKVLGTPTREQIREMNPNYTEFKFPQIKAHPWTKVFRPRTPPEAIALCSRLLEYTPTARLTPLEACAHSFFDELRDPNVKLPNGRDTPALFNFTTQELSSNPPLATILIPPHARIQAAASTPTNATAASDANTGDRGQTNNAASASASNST
#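 Assay system: GST-tagged human GSK3beta kinase, cell-free; Input: 1.6 ng GSK3beta; Medium: Tris/MgCl2 kinase buffer; Timing: 60 min enzyme reaction, room temperature; Signal: ADP-Glo luminescence quantifying ADP generated by kinase; Evaluation: score relative to plate controls; Benchmarks: DMSO neutral wells and GW8510 at 20 µM as positive.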
# IEC-6 tox: kills IEC-6 intestinal cells in KLF5 counter-screen | actives 0.78% (n = 290,000) | IEC-6 cytotoxicity, luminescence viability | inhibition, % at 5 µM; in the data active = inhibition above about 22%;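 also: 0% = plate median of test compound wells and 100% = cytotoxic reference compound wells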
# HSP90 refold inh: blocks HSP90-mediated luciferase refolding in reticulocyte lysate. Rabbit reticulocyte lysate, luciferase refolding luminescence, 3 h. inhibition, % at 5.6 µM. actives 0.91% (n = 290,000). AID 1789;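 active = inhibition above the screen-wide mean plus 3 SD, computed separately per campaign, cut at about 16% in these data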;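 also: 0% = DMSO wells and 100% = 60 µM geldanamycin wells; inhibitors lower the luminescence because luciferase stays unfolded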
# HSF1 activator: increases HSF-1 driven luciferase reporter signal. NIH3T3-HGL HSF-1 luciferase reporter, MG132, 8 h; 100% = twice DMSO control signal. activation, % at 9 µM. actives 1.7% (n = 300,000);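 active = mean replicate activation of at least 50% with a set share of replicates each reaching 50%; inconclusive = only one of those two conditions met; inactive = mean below 50% and too few replicates reaching it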;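 also: 0% = median of the neutral control wells and 100% = twice that signal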
# HSF1 inh: HSF1 inhibition; NIH3T3-HGL HSE-luciferase, MG132-induced, luminescence 8 h; hits give low values; activity change, negative = inhibition, % at 7.5 µM (by protocol); actives 0.77% (n = 300,000); AID 2098;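 active = more than half of replicate wells show activity change below -50%, luminescence cut by over half; inconclusive = some wells, but at most half, below -50%; inactive = no replicate well below -50%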;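 also: luciferase reports HSF-1 transcriptional activity via heat shock element; 0% = median of DMSO wells and -100% = zero luminescence signal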
# Dyrk1A ADPGlo: Dyrk1A (rat) kinase inhibition; Q63470; ADP-Glo luminescence, NFATc1 peptide; inhibition, % at 12.5 µM; actives 0.43% (n = 310,000); in the data active = inhibition above about 50%;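 also: plate controls were vehicle with enzyme for no effect and no enzyme for full effect; many of its hits are not listed in these tables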
# Platelet DG rel: platelet dense granule release activity | human platelet-rich plasma, SFLLRN dense granule ATP release, luminescence | inhibition, %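 (compounds screened at 7.5 µM in platelet-rich plasma)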 | actives 0.22% (n = 300,000);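 active = mean replicate score, as percent of positive control, at or above 50; inconclusive = mean below 50 but at least one replicate at or above 50; inactive = mean and every replicate below 50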
# GSK3A inh: inhibitors of human GSK-3 alpha kinase; P49840; ADP-Glo luminescence, 60 min; inhibition, % at 10 µM; actives 0.1% (n = 320,000);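 in the data active = inhibition above about 50%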;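 also: GST-tagged GSK-3 alpha with peptide substrate and 25 µM ATP; 0% = DMSO neutral wells and 100% = GW8510 positive control wells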
# Target sequence (P49840 whole entry, looked up): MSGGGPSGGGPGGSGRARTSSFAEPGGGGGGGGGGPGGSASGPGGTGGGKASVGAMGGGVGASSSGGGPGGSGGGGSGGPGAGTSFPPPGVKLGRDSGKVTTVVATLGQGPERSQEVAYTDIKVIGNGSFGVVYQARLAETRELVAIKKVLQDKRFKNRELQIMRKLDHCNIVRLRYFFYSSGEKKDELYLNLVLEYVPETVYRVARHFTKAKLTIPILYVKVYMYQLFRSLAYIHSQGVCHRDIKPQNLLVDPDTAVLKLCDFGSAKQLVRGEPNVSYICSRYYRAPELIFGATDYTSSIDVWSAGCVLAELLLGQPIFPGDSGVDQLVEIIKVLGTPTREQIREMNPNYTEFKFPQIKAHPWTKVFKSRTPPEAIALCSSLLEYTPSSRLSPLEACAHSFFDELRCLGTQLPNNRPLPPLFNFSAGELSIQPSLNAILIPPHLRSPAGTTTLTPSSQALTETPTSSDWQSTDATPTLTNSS
# * = called active by the depositor; ? = inconclusive; . = no result given. An excerpt; count on the stated rates, not on these rows.
# Each structure is followed by: IEC-6 tox	GSK3A inh	KLF5 inh	GSK3beta inhib	HSF1 activator	HSF1 inh	Platelet DG rel	aSyn 5UTR inh	Dyrk1A ADPGlo	HSP90 refold inh
> COc1cc(/C=C/C(=O)OCC(=O)NC(=O)NC(C)C)cc(S(=O)(=O)N2CCc3ccccc32)c1OC
 : -1	0	-1	7	-5	5	-1	-13	-9	1
> CS(=O)(=O)N1CCN(C(=O)c2c(F)cccc2F)CC1
 : -1	1	-18	1	-20	0	0	13	.	2
> Cc1cc(S(=O)(=O)N2CCOCC2)ccc1OCC(=O)Nc1ccccc1F
 : -4	-1	-16	0	32	22	-5	-15	-7	-1
> COc1ccc(NC2CCCN(C(=O)CCn3cccn3)C2)cc1 (stereo not drawn)
 : 4	-3	-6	-1	-19	-8	-11	4	-4	1
> CCOc1ccc(Nc2n[nH]c(=S)s2)cc1
 : -9	3	-141	-1	0	-10	-22	-112	-1	-4
> CCCCn1c(=O)[nH]c(=O)c2c1nc(CN(C)Cc1cccc(OC)c1OC)n2CCC
 : 4	5	11	1	32	15	6	25	1	3
> Cc1ccc2c(c1)cc1c(=O)n(CC(=O)NCCN3CCCC3)nc(C)n12
 : -5	0	-31	3	1	-1	-4	-5	-3	-5
> Cc1cccc(OCCCC(=O)NCC(=O)Nc2cccc(C)c2C)c1
 : 5	0	-18	2	-11	-2	8	-21	3	2
> CCOC(=O)NC1(C(F)(F)F)NC(=O)N(Cc2ccco2)C1=O (stereo not drawn)
 : -3	1	-12	1	-11	1	?	-12	2	-2
> CCOC(=O)CCCC(=O)N1CCOCCOCCN(C(=O)CCCC(=O)OCC)CCOCCOCC1
 : -4	-2	-40	0	-7	4	18	17	1	3
> COCc1cc(C)n(CC(=O)Nc2ccc(N3CCOCC3)cc2)c(=O)c1C#N
 : .	.	.	-3	-1	-2	-15	2	-9	.
> CC1(C)Cc2c(C#N)c(SCCC#N)nc(N3CCOCC3)c2CO1
 : 0	1	-27	0	-68	-61*	6	21	4	1
> O=C(O)c1cccc(-c2ccc(/C=C3/SC(=Nc4ccccc4)N(Cc4cccnc4)C3=O)o2)c1
 : -4	0	-66	1	-6	-6	8	-31	5	1
> CCOc1ccc(NC(=O)c2[nH]c(C)c(C(C)=O)c2C)cc1
 : 3	0	-32	-1	-18	-16	4	-76	4	19*
> CCn1nnc(-c2ccccc2NC(=O)c2cc(OC)cc(OC)c2)n1
 : 3	-5	27	1	-1	-3	-8	36	0	2
> CCOC(=O)Cn1c(=O)c2c(nc3n2CCCN3Cc2ccccc2)n(C)c1=O
 : -9	-3	-29	0	4	12	-18	17	-6	-3
> CNc1ccc(Br)cc(C(=O)/C=C/c2cccc(OC)c2)c1=O
 : -9	1	-15	-1	2	0	6	-26	2	1
> CCn1ccnc1CN(C)C(=O)CCc1nnc(CCCc2ccccc2)o1
 : 6	-2	-14	2	9	6	-1	-11	1	0
> COc1ccc(C(=O)/C=C/c2ccccc2)c(O)c1
 : -1	0	-64	1	33	18	2	-111	1	6
> COC(=O)c1sc(N2C(=O)C(O)=C(C(=O)c3ccc(C)o3)C2c2ccc(OC)c(OC)c2)nc1C (stereo not drawn)
 : -6	-1	-18	3	-1	-3	-1	26	3	-5
> Cc1cc(OCCCCN2C(=O)NC(C)(C)C2=O)ccc1[N+](=O)[O-]
 : -8	1	-5	-1	-1	8	0	10	16	1
> CC(=O)c1cccc(N(CC(=O)Nc2ccc(F)cc2)S(C)(=O)=O)c1
 : -2	4	-29	-5	19	5	-7	0	-6	-2
> Cc1nnc2n(Cc3ccccc3)c(=O)c3c4c(sc3n12)COC(C)(C)C4
 : -5	0	17	-1	-20	2	-18	-18	-3	0
> CC1Oc2ccccc2OC1C(=O)Nc1ccccn1 (stereo not drawn)
 : -2	1	-15	1	-25	-7	1	1	-60	-4
> CCCCS(=O)(=O)N1CCC(C(=O)Oc2ccc(Cl)cc2)CC1
 : -4	-4	-25	3	-1	1	6	0	.	-5
> CCC(C)NC(=O)CCn1c(=O)c2cccn2c2ccc(F)cc21 (stereo not drawn)
 : 0	-2	-14	-3	3	-4	-1	1	-4	3
> COc1ccc2cc(CN(CC3CCCO3)S(=O)(=O)c3ccc(C(C)=O)cc3)c(=O)[nH]c2c1 (stereo not drawn)
 : 0	1	-54	2	.	.	0	-78	-3	4
> Cc1ccc2c(c1)N(C(=O)CCC(=O)NCc1cccc(F)c1)CCO2
 : -9	-7	-6	-1	-1	-2	7	10	-2	-3
> CCN(CC)C(=O)c1ccc(CS(=O)(=O)c2ccc(Br)cc2)cc1
 : -5	6	-21	5	15	-1	6	10	9	1
> CCc1nnc(NC(=O)/C=C/c2ccc(C)o2)s1
 : -4	-1	-20	0	4	11	-2	-74	1	3
> O=C(CSc1nc2cc([N+](=O)[O-])ccc2n1-c1ccc(F)cc1)NC1CCS(=O)(=O)C1 (stereo not drawn)
 : 0	0	7	0	10	3	1	13	7	-6
> COc1cc(C(=O)OCCCN=C2NS(=O)(=O)c3ccccc32)cc(OC)c1OC
 : -8	3	-9	-3	-10	-8	3	19	4	1
> Cc1ccccc1Cn1ccc(NC(=O)c2cnn3c(C(F)(F)F)cc(-c4ccco4)nc23)n1
 : -7	-1	-10	-1	-58	?	-8	-13	1	1
> Cc1ccc(C)c(C(=O)CN2C(=O)NC3(CCCCCCC3)C2=O)c1
 : 10	-2	-13	2	49	2	-1	-27	-4	-1
> CCOC(=O)C1CCN(CCC(=O)Nc2ccc(C)c(C)c2)CC1
 : -4	-2	-5	3	.	.	-3	.	.	-5
> O=C(O)CNC(=O)C(c1ccccc1)c1ccccc1
 : 2	-3	7	0	-7	-1	-2	2	6	-3
> COc1cccc(CNC(=O)Cc2ccc(NC3=NC4CS(=O)(=O)CC4S3)cc2)c1 (stereo not drawn)
 : 1	-1	2	2	-5	-6	-2	4	0	-4
> CCOC(=O)NC(Nc1nnc(SCC)s1)(C(F)(F)F)C(F)(F)F
 : -1	-2	0	3	-16	-1	8	-4	-2	4
> Cc1nn2c(COc3ccc(NC(=O)c4ccccc4)cc3)nnc2c2ccccc12
 : -8	.	-25	-4	11	-1	2	-26	1	2
> COc1cc(/C=N/NC(=O)CCC(=O)NC2CCCCC2)ccc1C
 : 5	1	2	4	2	4	15	2	1	1
> O=S(=O)(NCCC1=CCCCC1)c1cccc2nsnc12
 : -6	.	-27	0	-5	-3	1	19	0	2
> CCC(C)N(C(=O)Cn1nnc2ccccc21)C(C(=O)NCc1ccco1)c1cccc(OC)c1 (stereo not drawn)
 : 4	0	8	1	-12	2	0	3	-2	0
> CCN(CC)C(=O)C1CCCN(c2ccc([N+](=O)[O-])cc2/C=N/NC(=O)c2ccccc2)C1 (stereo not drawn)
 : 0	.	3	-2	-3	1	6	20	5	4
> Cc1ccc(N2C(=O)SC(N(CC(=O)O)c3cccc(C)c3)C2=O)cc1 (stereo not drawn)
 : 5	0	-28	2	-3	-11	-7	-37	3	3
> COC(=O)c1cccc(NC(=S)N2CCN(c3ccccc3F)CC2)c1
 : -2	1	-12	-5	1	-1	2	-12	3	-1
> Nc1nnc(SCC(=O)NCc2ccc3c(c2)OCO3)s1
 : -1	-3	-16	-1	-10	-4	1	5	-7	-2
> COc1cc(/C=N/NC(=O)C(N)=O)cc(OC)c1O
 : -6	2	-10	-2	-1	-6	4	4	6	3
> c1ccc(N2CCN(c3ncnc4c3oc3ccccc34)CC2)cc1
 : 3	-1	-10	0	35	29	-11	-20	-3	0
> C/C(=N\NC(=O)CCc1ccc(S(=O)(=O)N2CCOCC2)cc1)c1ccccc1Cl
 : 4	-3	8	0	1	7	12	-8	-4	1
> Brc1cccc(OCCn2ccnc2)c1
 : 5	5	-29	0	0	-3	9	11	-4	6
> Cc1cc(Cl)ccc1NC(=S)Nc1cccnc1
 : 0	-2	-31	2	9	7	1	-19	8	-1
> CCC1CN(C(=O)NCc2ccc(C)cc2)c2cc(C)ccc2O1 (stereo not drawn)
 : -9	0	-16	0	43	12	-5	-1	2	6
> CCC(=O)Nc1cc(C(C)C)c(O)cc1C
 : -4	-2	-3	1	6	-3	8	13	-2	2
> COCCN(Cc1ccco1)C(=O)C1CCCN(c2ncnc3c2nc2n3CCCCC2)C1 (stereo not drawn)
 : 0	-1	-21	0	6	-2	9	12	-3	-2
> O=C(OCc1nnc(-c2ccccc2)o1)c1ccccc1
 : -3	-3	-13	2	14	4	1	-17	9	-5
> CCS(=O)(=O)N1CCN(c2ccc([N+](=O)[O-])c(NC(C)c3ccccc3)c2)CC1 (stereo not drawn)
 : 0	-2	8	2	24	4	-25	28	1	1
> Cc1ccc2nc(NC(=O)CC3Oc4ccccc4NC3=O)sc2c1 (stereo not drawn)
 : -4	0	-19	3	-5	2	10	-11	-3	0
> CCOc1ccc(N(CC(=O)NCc2ccccc2C)S(C)(=O)=O)cc1
 : 1	1	-111	0	22	12	-2	-91	0	-1
> O=C(CSc1nnc(CNC(=O)c2cccs2)o1)NCCc1ccccc1
 : -1	-1	-21	2	25	4	0	9	-5	-1
> COc1cccc(-n2c(Cc3cc(=O)[nH]c(=O)[nH]3)nnc2SCC(=O)N2CCCC2)c1
 : 0	3	15	2	-18	-2	1	5	1	1

# Additional results
# Each structure is followed by: IEC-6 tox	GSK3A inh	KLF5 inh	GSK3beta inhib	HSF1 activator	HSF1 inh	Platelet DG rel	aSyn 5UTR inh	Dyrk1A ADPGlo	HSP90 refold inh
> O=C(CSc1nnc(Cc2ccccc2)o1)N1CCc2ccccc21
 : -4	-4	-43	1	0	1	-14	10	-6	-3
> O=c1[nH]nc(CNc2ccc(C(F)(F)F)cc2)c2ccccc12
 : -2	5	-17	4	21	1	8	-20	-1	0
> COc1ccccc1N1CCN(C(=O)/C=C/c2ccccc2)CC1
 : -1	-2	-13	2	-14	-1	-1	-10	1	-1
> CC(=O)NCCNC(=O)c1ccc(NC2=NC3CS(=O)(=O)CC3S2)cc1 (stereo not drawn)
 : 2	0	-8	0	-16	-4	8	2	-4	0
> CC1CCN(CCCCOc2ccc(F)cc2)CC1
 : -2	0	-80	0	-20	-1	1	-14	-1	-1
> Cc1noc(C)c1CSCC(=O)N(C)CC(=O)Nc1ccc(F)cc1
 : .	-1	.	1	-4	-1	-7	-3	6	.
> CC1(c2cccc(Br)c2)NC(=O)N(CC(=O)Nc2ccc(S(N)(=O)=O)cc2)C1=O (stereo not drawn)
 : -1	-2	2	1	-7	-2	6	10	4	-2
> CCOP(=O)(OCC)C(Nc1cccc([N+](=O)[O-])c1)c1ccccc1 (stereo not drawn)
 : 0	2	-16	1	7	1	-4	5	4	-1
> O=C(NCCCN1CCCC1=O)c1cccc(NS(=O)(=O)c2ccc(Br)cc2)c1
 : .	-1	.	0	7	3	3	11	-3	.
> CCOc1ccc(-n2c(SCC(=O)Nc3ccccc3C)n[nH]c2=O)cc1
 : -7	5	-17	-1	6	-2	-13	8	7	0

# High-throughput results from PubChem.
